Screening results: PubChem BioAssay, The Scripps Research Institute Molecular Screening Center
Pf gamet viab – kills late stage P. falciparum gametocytes | P. falciparum stage V gametocytes, ATP luminescence, 24 h | inhibition, % at 10.9 µM | 0.065% of 150,000 active | AID 743093;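 active means inhibition above the mean plus 3 SD of compounds within the control limits, set per campaign, cut at about 38% in these data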;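 further: 0% = DMSO wells and 100% = medium only without gametocytes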
An asterisk follows results filed as active.

Preview:
SMILES	Pf gamet viab
O=C(Nc1ccccc1F)c1ccc(CN2CCN(c3ccccc3)CC2)cc1	-18
Cc1ccc(S(=O)(=O)N(OCc2ccccc2)C(C)C(=O)O)cc1 (configuration not stated)	-7
Fc1ccc(-[n+]2nc(Nc3ccccc3)sc2-c2ccc(OCc3ccccc3)cc2)cc1	4
COc1ccc(-c2csc(NC(=O)c3ccccc3OC)c2C(=O)O)cc1OC	-2
COc1ccccc1CNC(=O)Cn1nnnc1CN(C)C(C)C	4
COc1ccc(NC(=O)CN2CCN(Cc3ccccc3)CC2)cc1	4
COc1ccccc1OCCCCCCN1CCN(C)CC1	15
COc1ccc(CN2CCC(C(=O)c3cccc(Cl)c3)CC2)cc1	14
COc1cc2c(cc1OC)CN(Cc1ccccc1)CC2	-9
Cc1cccnc1Oc1ncccc1N	-15
COCCNC(=S)N1CCN(c2nc(-c3ccc(F)cc3)cs2)CC1	-22
O=C(Cn1cc(CNC(=O)C2CCCCC2)nn1)Nc1cc(C(F)(F)F)ccc1Cl	27
OCC[C@@H]1C[C@@H](O)[C@H](O)[C@]2(Cc3ccccc3CCO2)O1	-12
Cc1ccc(NC(=O)c2cc(C(=O)Nc3ccc(C)cc3)n(C)n2)cc1	-17
CC(C)(CCC(=S)N1CCOCC1)C1CCCCC1	5

This part in full, from the first entry:
SMILES	Pf gamet viab
O=C(Nc1ccccc1F)c1ccc(CN2CCN(c3ccccc3)CC2)cc1	-18
Cc1ccc(S(=O)(=O)N(OCc2ccccc2)C(C)C(=O)O)cc1 (configuration not stated)	-7
Fc1ccc(-[n+]2nc(Nc3ccccc3)sc2-c2ccc(OCc3ccccc3)cc2)cc1	4
COc1ccc(-c2csc(NC(=O)c3ccccc3OC)c2C(=O)O)cc1OC	-2
COc1ccccc1CNC(=O)Cn1nnnc1CN(C)C(C)C	4
COc1ccc(NC(=O)CN2CCN(Cc3ccccc3)CC2)cc1	4
COc1ccccc1OCCCCCCN1CCN(C)CC1	15
COc1ccc(CN2CCC(C(=O)c3cccc(Cl)c3)CC2)cc1	14
COc1cc2c(cc1OC)CN(Cc1ccccc1)CC2	-9
Cc1cccnc1Oc1ncccc1N	-15
COCCNC(=S)N1CCN(c2nc(-c3ccc(F)cc3)cs2)CC1	-22
O=C(Cn1cc(CNC(=O)C2CCCCC2)nn1)Nc1cc(C(F)(F)F)ccc1Cl	27
OCC[C@@H]1C[C@@H](O)[C@H](O)[C@]2(Cc3ccccc3CCO2)O1	-12
Cc1ccc(NC(=O)c2cc(C(=O)Nc3ccc(C)cc3)n(C)n2)cc1	-17
CC(C)(CCC(=S)N1CCOCC1)C1CCCCC1	5
Cc1cc(Cn2nc(C(=O)NCC3CC3)cc2-c2ccccc2)on1	-62
CN(C)CC/C=C1\c2ccc(F)cc2Sc2cc(F)c(Cl)cc21	10
COc1ccc([C@H]2CC(=O)C=C(c3ccc4[nH]ccc4c3)C2)cc1OC	-28
CN1CCN(C(=O)c2ccc(-c3nn(C)c(=O)c4ccccc34)cc2)CC1	8
COc1cc(CNC(C)c2ccccc2)cc(Br)c1OCc1ccc(F)cc1 (configuration not stated)	-14
O=C(O)c1ccccc1-c1ccccc1C(=O)Nc1ccc2c(c1)CCC2	1
COCCN(C(=O)c1ccccc1F)c1nnc(-c2ccc(OC)cc2)s1	-7
CCN1CCN(CC#CCOc2ccccc2OC)CC1	-18
COc1ccc(NC(=O)N(C)C[C@H]2Oc3c(NC(=O)c4ccncc4)cccc3C(=O)N([C@H](C)CO)C[C@@H]2C)cc1	14
COc1cc(CNC2CCCCCCC2)c(Br)cc1OCCO	5
Cc1c(C(=O)NN2CCOCC2)cccc1[N+](=O)[O-]	1
O=[N+]([O-])c1ccccc1/C=C/CN1CCN(Cc2ccc3c(c2)OCO3)CC1	16
CC(=O)c1nn(-c2ccc(Cl)cc2)cc1C(=O)c1ccc(C)cc1	-10
CSc1nc(=S)n(-c2ccc([N+](=O)[O-])cc2)c(C)c1C(C)=O	3
CCOc1ccc(S(=O)(=O)N2CCN(c3ccccn3)CC2)cc1	-12

(more compounds)
SMILES	Pf gamet viab
COc1ccccc1N1CCN(c2nc(C)cc(=O)[nH]2)CC1	5
CN(c1ccccc1C(=O)Nc1ccc2c(c1)n(C)c(=O)n2C)S(C)(=O)=O	-12
C[C@@H]1ON(C2CCCCC2)[C@H]2c3nc4ccccc4n3C[C@@H]12	13
Cn1c(SCCN2CCOCC2)nc2sc3c(c2c1=O)CCCC3	17
COc1ccc(-c2noc(C3CCCN(C(=O)c4ccc(F)cc4)C3)n2)cc1 (configuration not stated)	-14
CC(C(=O)C12CC3CC(CC(C3)C1)C2)N1CCOCC1 (configuration not stated)	-2
Cc1ccc(S(=O)(=O)N2CCN(c3ncccn3)CC2)c(C)c1	6
CCOC(=O)C1(Cc2ccccc2C)CCCN(S(=O)(=O)CC)C1 (configuration not stated)	-7
C=CC[C@H](CC(=O)N(CCO)Cc1ccccc1)C(=O)N[C@@H](COC(=O)[C@@H](CC=C)Cc1ccc(F)cc1)Cc1ccccc1	6
CN(C(=O)c1ccc(Oc2ccc([N+](=O)[O-])cc2)cc1)C1CCCCC1	-2
Cc1cc(C)c(S(=O)(=O)N2CCCc3ccccc32)c(C)c1	-8
COc1ccccc1CNC(=O)C(C)Oc1ccccc1 (configuration not stated)	-16
O=C(CNC(=O)c1nc[nH]c1C(=O)NCc1ccccc1)OCc1ccccc1	8
O=C(CN1CCN(c2ccccc2)CC1)Nc1ccncc1	7
CC(C)(C)C(=O)N1CCN(c2ccc([N+](=O)[O-])cc2Cl)CC1	19
CCCCCCSc1cc(-c2nc3ccc(Cl)cn3c2NC2CCCCC2)ccc1OC	-2
CCC(O)(C(=O)Nc1ccccc1C(F)(F)F)c1ccccc1OC (configuration not stated)	3
CC1(CCCN2C(=O)c3ccccc3C2=O)OCCO1	9
CCC(=O)Nc1ccc2c(c1)N(C(C)=O)c1ccccc1CC2	-7
CC(C)(C)OC(=O)C[C@@H]1C/C=C\C[C@@H](CC(=O)N[C@H](CO)Cc2ccccc2)C(=O)N2CCC[C@H]2COC1=O	8
Cc1ccc(C(=O)Nc2ccncc2)c(C)c1	-9
Cc1ccc(CN2[C@@H](CC3CCCCC3)COCCS2(=O)=O)cc1	5
Cc1cc(=O)n(CCCc2ccccc2)[nH]1	11
CCOc1ccc(S(=O)(=O)NC2CC2)cc1	-21
O=C(NCC(=O)N(c1ccccc1)C(C(=O)NC1CCCC1)c1ccncc1)c1ccco1 (configuration not stated)	-14
CCOC(=O)c1[nH]cnc1C(=O)N1CCN(C(=O)OC(C)(C)C)CC1	2
O=C(N[C@@H](Cc1ccccc1)C(=O)OCc1ccccc1)c1nc[nH]c1C(=O)N1CCNCC1	4
COc1ccc(C(=O)NCCOC(C)C)cc1OC1CCN(C(C)=O)CC1	1
CCCCCCc1cc2cc(-c3nnc(-c4cccc(OC)c4)o3)c(=O)oc2cc1O	-7
CC(C)NC(=O)N(C)C[C@H]1Oc2c(NC(=O)Cc3ccccc3)cccc2C(=O)N([C@H](C)CO)C[C@@H]1C	0

Going on with the list:
SMILES	Pf gamet viab
C[C@H]1Oc2ccccc2C(=O)C1C(=O)c1ccccc1 (some centres not stated)	8
CCOc1ccc2ccccc2c1/C=N\NC(=O)c1ccc([N+](=O)[O-])cc1	-11
CCCNc1nc(C)cc(-c2cc(C(=O)Nc3ccccc3)on2)n1	-11
COc1ccc(/C=C/C(=O)NC2CC3CCC2C3)cc1 (configuration not stated)	-9
O=C(CN1CCCCC1)N/N=C/c1ccccc1Br	7
O=Cc1c(NCCc2cccc(F)c2)c2ccccc2[nH]c1=O	0
COC(=O)C(Cc1ccc(O)cc1)NC(=O)NC12CC3CC(CC(C3)C1)C2 (configuration not stated)	-5
CC(C)(C)c1ccc(C2=CC(c3ccccc3F)n3ncnc3N2)cc1 (configuration not stated)	0
COC(=O)c1cc(C(=O)Nc2cc(C)on2)cc([N+](=O)[O-])c1	5
C=CCOc1c(Cl)cc(C(=S)N2CCCC2)cc1OCC	-9
CCn1c(=O)c(C(=O)NCc2ccc3c(c2)OCO3)c(O)c2ccccc21	-21
Cc1cc(C)cc(NC(=O)CS(=O)(=O)c2ccccc2)c1	-8
COc1ccc(N2C(=O)CC(N3CCN(c4ccc(Cl)cc4)CC3)C2=O)cc1 (configuration not stated)	-22
O=C(c1c(F)cccc1F)N1CCN(S(=O)(=O)c2ccc3c(c2)OCCO3)CC1	-53
COc1cc(NC(=O)CCN2CCOCC2)cc(OC)c1	-19
O=C(Oc1cccc(OC(=O)c2ccco2)c1)c1ccco1	11
O=C(NC1CCCCCCC1)c1c(Cl)cccc1Cl	4
Cn1c(=O)n(CC(=O)OCc2ccccc2)c(=O)c2c1nc1n2CCCN1C1CCCCC1	-9
Cc1c(O)c2ccccc2n(-c2ccccc2)c1=O	20
COc1ccc(NC(=O)c2cccnc2)cc1OCC(C)C	-17
Cc1nc(NCCc2ccccc2)c2nnn(Cc3ccccc3)c2n1	-11
COc1ccc(C(=O)CN(CCC(=O)O)S(=O)(=O)c2ccc([N+](=O)[O-])cc2)cc1	-3
COc1ccc(CNC(=O)c2cccnc2)cc1	0
O=S1(=O)CCO[C@H]2Cc3ccccc3[C@H]2N1Cc1ccccc1	1
CCCC(=O)N1CCN(c2ccc(NC(=O)c3ccc(N4CCCC4)c([N+](=O)[O-])c3)cc2Cl)CC1	-29
Cc1cc(C)nc(Nc2ccccc2Cl)n1	-2
CCOc1cc(/C=C/c2cccc[n+]2C)ccc1O	1
CC(NC(=O)c1ccccc1F)C12CC3CC(CC(C3)C1)C2 (configuration not stated)	-13
CN(C)CCCN1C(=O)c2cccc3cccc(c23)C1=O	-35
COc1ccc(CCC(=O)NCCNC(=O)CCc2ccc(OC)cc2)cc1	11

Following part.
SMILES	Pf gamet viab
COc1ccc(NC(=O)/C(C#N)=C\c2ccc(-c3cc(C(=O)O)ccc3C)o2)cc1	-13
C/C=C(\NC(C)=O)c1ccccc1	10
C[n+]1ccccc1/C=C1\Sc2ccccc2N1CCO	4
COc1ccccc1NC(=O)CCNC(=O)c1ccc(C)cc1	-11
Cc1ccc(S(=O)(=O)N2CCC(C(N)=O)CC2)cc1[N+](=O)[O-]	3
CSc1nnc(NC(=O)c2ccco2)s1	11
O=C1c2ccccc2C(=O)N1CCCc1cn(C[C@H]2CC[C@@H]([C@@H]3CC[C@H](Cn4cc(CCCN5C(=O)c6ccccc6C5=O)nn4)O3)O2)nn1	8
CN1CCN(CCCCOc2ccc(Br)cc2)CC1	13
CCCOc1ccc(/C=N/NC(=O)CN2CCCCC2)cc1OCC	17
COc1ccc(-c2c(-c3ccccc3OC)sc3ccccc23)cc1	0
N#CCNC1CC(=O)N(c2ccccc2)C1=O (configuration not stated)	25
CCN(CC)c1ccc(C=C2C(=O)OC(C)(C(C)(C)C)OC2=O)cc1 (configuration not stated)	4
O=C1C2C3C=CC(CC3)C2C(=O)N1c1ccc(F)cc1 (configuration not stated)	6
NS(=O)(=O)c1cc(C(=O)OCCNC(=O)c2ccccc2)c(Cl)cc1Cl	-2
COc1cc(-c2nc3sc(C)c(C)c3c(=O)o2)cc(OC)c1OC	-1
O=C(CN1CCCCC1)c1c[nH]c2ccccc12	6
CC(=O)c1cccc(NC(=O)CN2CCN(Cc3ccccc3)CC2)c1	-19
CCOC(=O)[C@@H]1[C@H]2COc3cc(OC)ccc3[C@@H]2N2C(=O)N(c3ccc(Br)cc3)C(=O)[C@@]12C	15
COC(=O)C1=CO[C@@H](O[C@@H]2O[C@H](CO)[C@@H](O)[C@H](O)[C@H]2O)C2C(CO)=CCC12 (some centres not stated)	12
Cc1noc(C)c1NC(=O)Nc1cccc2c1O[C@H](CN(C)S(=O)(=O)c1c(C)noc1C)[C@@H](C)CN([C@H](C)CO)C2=O	-16
COC(=O)c1ccc(C(=O)NC2CCCN(Cc3ccc(Cl)cc3)C2)nc1 (configuration not stated)	-11
Cc1ccc([C@@H]2[C@@H]3C(=O)N(c4ccccc4)C(=O)[C@@H]3[C@]3(C)C(=O)N(Cc4ccccn4)CC(=O)N23)o1	-4
CNC(=O)CC(CC(=O)c1ccccc1)c1ccccc1 (configuration not stated)	7
COc1ccc(C2=NCCn3nc4ccccc4c32)cc1	2
O=C(NCCc1c[nH]c2ccccc12)OCCCCOC(=O)NCCc1c[nH]c2ccccc12	-37
Cn1c(-c2cccc([N+](=O)[O-])c2)cnc1NCc1cccc(F)c1	4
CC(C)c1ccc(O)c(C(=O)c2cnn(-c3ccccc3)c2)c1	-1
COc1ccc(NC(=O)c2ccccc2N(Cc2ccccc2)S(C)(=O)=O)c(OC)c1	-4
C=C(C)CNC(=S)N/N=C\c1ccc2c(c1)OCO2	7
O=C(CCC(=O)NC1CCCCC1)Nc1cccnc1	-11

(further entries)
SMILES	Pf gamet viab
Cc1ccc(-c2csc3ncnc(N4CCN(Cc5ccccc5)CC4)c23)cc1	5
CCC/C(=N\NC(=O)C1CC1)c1ccc(Br)cc1	5
O=[N+]([O-])c1ccc(Cl)cc1CN1CCCCCC1	14
Clc1nssc1=Nc1nncs1	7
NC1=NC(=O)/C(=C/c2ccc(Br)cc2)S1	-7
COc1ccc(NC(=O)c2ccc3nc(C)sc3c2)cc1	-5
O=C(N[C@H]1C/C=C\C[C@H](CC(=O)N(CCO)Cc2ccccc2)C(=O)N[C@H](Cc2c[nH]c3ccccc23)COC1=O)OCC1c2ccccc2-c2ccccc21	10
CCCNC(=O)c1csc(Nc2cccc3ccccc23)n1	-4
Cc1ccc(OCCNC(=O)c2ccccc2O)cc1	18
Cc1c(Cl)ccc(S(=O)(=O)NCCCn2ccnc2)c1Cl	18
CSCCC(=O)NC1CC(C)(C)Cc2c1cnn2-c1ccccc1C (configuration not stated)	8

Arranged by heavy-atom count (highest first): 3 of the compounds above
SMILES	Pf gamet viab
CSCCC(=O)NC1CC(C)(C)Cc2c1cnn2-c1ccccc1C (configuration not stated)	8
NC1=NC(=O)/C(=C/c2ccc(Br)cc2)S1	-7
Clc1nssc1=Nc1nncs1	7

Not all compounds are listed. The share of hits here may be higher or lower than overall.
